# Mito fusion act = qHTS Assay for Small Molecule Inhibitors of Mitochondrial Division or Activators of Mitochondrial Fusion. 320,000 compounds, 0.23% hits. S. cerevisiae fusion-defective mutant growth rescue, CellTiterGlo 48 h. Potency, µM (highest dose often 46.1 µM), without a hit: at the top dose growth rescue (activation), usual class: activators. AID 485298, 2010;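 note: potency is the fitted concentration of half-maximal effect; % of control where 0% means no effect; nearly all actives have a fitted effect of over 45% in size; temperature-sensitive fusion mutants such as fzo1-1 at 37 °C on non-fermentable ethanol glycerol medium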
#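 Growth-rescue viability read-out: after 48 h at the non-permissive 37C in glycerol/ethanol YPEG, yeast mitochondrial fusion mutants are measured by CellTiterGlo luminescence; compounds (23 nl pinned per well) restoring growth score as division inhibitors or fusion activators.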
# FLuc modulator = qHTS profiling assay for firefly luciferase inhibitor/activator using purifed enzyme and Km concentrations of substrates (counterscreen for miR-21 project). purified FLuc, Km substrates, luminescence inhibition. Potency, µM (titrated, usually from 57.5 µM), for inactives: at the top dose activity change, negative = inhibition, hits mostly inhibitors. 360,000 compounds, 6.9% hits;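 note: potency is the fitted concentration of half-maximal effect; plate controls were vehicle for no effect and reference inhibitor for full effect; nearly all actives have a fitted effect of over 55% in size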
# Target sequence (P08659 whole entry, looked up): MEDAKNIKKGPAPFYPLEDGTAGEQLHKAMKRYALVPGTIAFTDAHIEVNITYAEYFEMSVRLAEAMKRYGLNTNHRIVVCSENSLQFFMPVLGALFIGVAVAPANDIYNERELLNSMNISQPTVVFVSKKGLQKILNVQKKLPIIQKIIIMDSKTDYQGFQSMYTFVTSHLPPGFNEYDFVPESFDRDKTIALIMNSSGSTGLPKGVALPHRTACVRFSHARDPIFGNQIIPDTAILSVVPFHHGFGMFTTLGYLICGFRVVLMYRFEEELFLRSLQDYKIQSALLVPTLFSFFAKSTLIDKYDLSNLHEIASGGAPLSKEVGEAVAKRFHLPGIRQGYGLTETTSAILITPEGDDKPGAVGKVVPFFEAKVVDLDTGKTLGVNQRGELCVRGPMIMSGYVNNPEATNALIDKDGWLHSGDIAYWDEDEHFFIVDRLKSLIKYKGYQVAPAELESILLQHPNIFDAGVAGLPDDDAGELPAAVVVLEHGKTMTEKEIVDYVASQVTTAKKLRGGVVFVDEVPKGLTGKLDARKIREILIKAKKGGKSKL
#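 Purified P. pyralis luciferase, 10 nM final, with Km-level 10 uM D-luciferin and 10 uM ATP in 50 mM Tris acetate pH 7.5, 10 mM Mg acetate, 0.01% Tween-20, 0.05% BSA; 6-point qHTS titration about 60 µM downward; luminescence read.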
# MBNL1 CUG block = qHTS Assay for Inhibitors of MBNL1-poly(CUG) RNA binding; Potency, µM (top dose mostly 57.5 µM), without a hit: at the highest dose activity change, negative = inhibition, actives largely listed as inhibitors; 280,000 compounds, 0.036% hits; AID 2675, 2010; TR-FRET MBNL1-His/biotin-(CUG)12 binding, 665/545 ratio; active = well fitted inhibition curve with a large enough effect in the signal ratio, with a control signal flat, not every such curve was filed as active; inconclusive = small, poorly fitted or top-dose-only effect, or effect the other way, or a change in a side signal; inactive = no such curve, though single readings can be large or run the other way; the % refers to the signal ratio; note: potency is the fitted concentration of half-maximal effect; % is set by controls: 0 for no effect and ±100 for the full control effect
#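 Inhibition of protein-RNA binding appears as loss of TR-FRET between terbium anti-His antibody on MBNL1-His and streptavidin-XL665 on biotin-(CUG)12. Activity is normalized to buffer-only and uninhibited-complex controls.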
# KCNH2 3.1 inh = qHTS for Inhibitors of KCHN2 3.1: Mutant qHTS; Potassium voltage-gated channel subfamily H member 2, brain isoform KCNH2 3.1 (human); U2OS KCNH2 3.1, thallium flux FluxOr; stronger effect = lower value; activity change, % (tested at about 1.8 µM); 340,000 compounds, 0.95% hits;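 active = maximum activity change below -70%; inconclusive = maximum activity change from -70% to -50%; inactive = maximum activity change above -50%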;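 note: thallium influx rate constant from kinetic fluorescence after stimulation buffer; % is set by controls: 0 for no effect and ±100 for the full control effect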
#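 Steps: virus added to U2OS suspension (4 h, RT, dark); medium with 10% FBS added, cells plated, 37 C overnight; FluxOr/Red40 loading buffer 45 min RT; stimulation buffer, 2 min kinetic read; rate constant normalized.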
# PKM2 act = qHTS Assay for Activators of Human Muscle isoform 2 Pyruvate Kinase. Pyruvate kinase PKM (Homo sapiens), P14618. purified PKM2, Kinase-Glo ATP luminescence, activation; response scale: 0% is enzyme alone, no compound. Potency, µM (doses to about 57.5 µM), for the others: at the top dose activation, actives largely listed as activators. 260,000 compounds, 0.34% hits. AID 1631, 2009; note: potency is the fitted concentration of half-maximal effect; % is set by controls: 0 for no effect and ±100 for the full control effect; nearly all actives have a fitted effect of over 55% in size
# Target sequence (P14618 whole entry, looked up, canonical isoform): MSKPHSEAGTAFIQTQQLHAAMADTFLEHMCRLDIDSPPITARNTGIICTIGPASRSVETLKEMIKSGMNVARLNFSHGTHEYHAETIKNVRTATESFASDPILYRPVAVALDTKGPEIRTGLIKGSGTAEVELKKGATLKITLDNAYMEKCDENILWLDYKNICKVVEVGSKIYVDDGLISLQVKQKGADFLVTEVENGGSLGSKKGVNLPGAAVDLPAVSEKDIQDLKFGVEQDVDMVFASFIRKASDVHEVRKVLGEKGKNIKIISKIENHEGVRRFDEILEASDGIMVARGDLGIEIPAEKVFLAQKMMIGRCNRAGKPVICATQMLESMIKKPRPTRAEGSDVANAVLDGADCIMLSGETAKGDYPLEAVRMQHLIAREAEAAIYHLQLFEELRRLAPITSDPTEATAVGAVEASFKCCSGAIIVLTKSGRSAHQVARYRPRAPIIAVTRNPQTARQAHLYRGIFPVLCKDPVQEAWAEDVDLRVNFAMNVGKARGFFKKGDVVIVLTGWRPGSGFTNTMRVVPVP
#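 Purified hPK-M2 (>95% pure) converted ADP (0.1 mM final) to ATP with 0.5 mM PEP in 50 mM imidazole pH7.2, KCl, MgCl2, Tween 20, BSA; 1 h at room temperature. ATP detected by Kinase-Glo luminescence.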
# RORgamma inh = qHTS for inhibitors of ROR gamma transcriptional activity | 310,000 compounds, 5.4% hits | Potency, µM (titrated, usually from 53.6 µM), inactives show top-dose activity change, negative = inhibition, usual class: inhibitors | Nuclear receptor ROR-gamma (Mus musculus), P51450 | Drosophila S2 Gal4-RORgamma UAS-luciferase reporter, 20 h | AID 2551, 2010; note: potency is the fitted concentration of half-maximal effect; % is set by controls: 0 for no effect and ±100 for the full control effect; nearly all actives have a fitted effect of over 60% in size
#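 Stable Schneider cell line, Gal4 DNA-binding domain fused to ROR gamma, UAS-luciferase. Cmpd 1 hr RT → CuSO4 700 uM final → 20 hr RT → luciferase reagent 10 min → luminescence.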
# Menin MLL FP TR = qHTS Assay for Inhibitors Targeting the Menin-MLL Interaction in MLL Related Leukemias: Competition With Texas Red Labeled MLL-derived Mutant Peptide; Menin + Texas Red MLL mutant peptide, fluorescence polarization; Potency, µM (titrated, usually from 61.6 µM), inactives show top-dose FP activity change, negative = inhibition, most hits filed as inhibitors; 270,000 compounds, 0.23% hits; active = well fitted inhibition curve with a large enough effect in the polarisation, with a control signal flat, not every such curve was filed as active; inconclusive = small, poorly fitted or top-dose-only effect, or effect the other way, or a change in a side signal; inactive = no such curve, though single readings can be large or run the other way; the % refers to the polarisation; note: potency is the fitted concentration of half-maximal effect; % of control where 0% means no effect; many of its hits are not listed in these tables
# NPC1 promoter act = qHTS Assay for NPC1 Promoter Activators | 320,000 compounds, 2.4% hits | Huh7 NPC1 promoter luciferase reporter, 24 h | Potency, µM (top dose mostly 9.22 µM), for inactives: top-dose activation, hits mostly activators;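 note: potency is the fitted concentration of half-maximal effect; % of control where 0% means no effect; nearly all actives have a fitted effect of over 60% in size; reporter is driven by a mutant NPC1 promoter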
#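 Stably transfected Huh7 (NPC1 promoter→luciferase), 1500 cells/well in Opti-MEM + 10% FBS, 2 h settle, then compound 24 h at 37 °C. Luminescence after 10 min with Amplite reagent.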
# VP16 counter = VP16 counterscreen qHTS for inhibitors of ROR gamma transcriptional activity; 310,000 compounds, 3.5% hits; Potency, µM (series often up to 53.6 µM), inactives show at the highest dose activity, negative = inhibition, hits mostly inhibitors; Drosophila S2 Gal4-VP16 UAS-luciferase, luminescence, 20 h;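 note: Gal4-VP16 expression switched on by copper sulfate through the metallothionein promoter; potency is the fitted concentration of half-maximal effect; % is set by controls: 0 for no effect and ±100 for the full control effect; nearly all actives have a fitted effect of over 50% in size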
# Rab9 promoter act = qHTS Assay for Rab9 Promoter Activators | Huh7 Rab9 promoter-luciferase reporter, luminescence, 24 h | Potency, µM (highest dose often 9.22 µM), inactives show at the top dose activation, negative = inhibition, usual class: activators | 320,000 compounds, 2.8% hits | AID 485297, 2010; note: potency is the fitted concentration of half-maximal effect; % of control where 0% means no effect; nearly all actives have a fitted effect of over 60% in size
#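 Luciferase signal after 10 min detection reagent at ambient indicates Rab9 promoter upregulation; stably transfected Huh7 cells were treated 24 h with compound in DMSO at 37 °C, 5% CO2.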
# ELG1 repair inh = qHTS screen for small molecules that inhibit ELG1-dependent DNA repair in human embryonic kidney (HEK293T) cells expressing luciferase-tagged ELG1. HEK293T ELG1-luciferase reporter, luminescence, 16 h; DNA damage induced by 5-fluorouridine. Potency, µM (top dose mostly 46.1 µM), inactives show at the highest dose activity change, negative = inhibition, hits mostly inhibitors. 330,000 compounds, 2.3% hits. AID 504467, 2011; note: potency is the fitted concentration of half-maximal effect; % is set by controls: 0 for no effect and ±100 for the full control effect; nearly all actives have a fitted effect of over 55% in size
#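 Cells (2,000 per well) received 5-fluorouridine plus test compound or DMSO and were incubated 16 hr at 37 °C, 5% CO2. Luciferase activity was read by luminescence 30 min after ONE-Glo addition; signal suppression marked inhibition of damage-induced ELG1 function.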
# An asterisk follows results filed as active; ? = inconclusive; · = no result given; [ ] = dose if it differs, or a comment. Unless noted, calls come from the whole dose curve; as a rule, active = well fitted curve in the direction sought with a large enough effect; inconclusive = small, poorly fitted or top-dose-only effect, or another doubt; inactive = no such curve, though single readings can be large; an effect the other way counts as inactive or inconclusive. Only part of the results is shown, so the mix of outcomes need not match the whole.
mol	Mito fusion act	FLuc modulator	MBNL1 CUG block	KCNH2 3.1 inh	PKM2 act	RORgamma inh	Menin MLL FP TR	NPC1 promoter act	VP16 counter	Rab9 promoter act	ELG1 repair inh
CC1(CC(=O)N/N=C/c2ccc(-c3ccc(C(=O)O)cc3)o2)OCCO1	-3%	?	?	5	-9%	-4%	-10%	-4%	3%	-12%	-2%
Cc1noc(C)c1C(=O)NCCc1ccc(S(N)(=O)=O)cc1	-3%	5%	0%	-7	-7%	6%	8%	1%	-2%	-14%	17%
CN(CCn1ccnc1)Cc1cn(Cc2ccccc2)nc1-c1ccc2c(c1)OCO2	-2%	-6%	-7%	-11	0%	5%	·	-2%	-4%	1%	-2%
CC(C)NC(=O)C(c1ccc(F)cc1)N(C(=O)CCC(=O)Nc1ccccn1)C1CCCC1 (stereo unspecified)	5%	0%	-5%	-21	0%	1%	-4%	2%	?	4%	7%
COc1ccc(NC(=O)c2ccc(NC(=O)C(C)C)cc2)c([N+](=O)[O-])c1	-4%	-2%	?	-17	-1%	6%	17%	-2%	0%	0%	10%
CCCCCCNCc1ccc(Br)cc1	-4%	0%	-9%	-11	0%	-16%	-30%	0%	1%	3%	-8%
O=C(NC1CCSc2ccccc21)c1ccccc1Cl (stereo unspecified)	-1%	-19%	3%	1	-6%	?	·	9%	1%	11%	15%
COC(=O)c1sccc1NC(=O)c1ccc(C#N)cc1	4%	1%	6%	-8	·	18%	-12%	-10%	-9%	0%	4%
O=C1C=C(c2cccc(O)c2)C[C@@H](c2ccc(F)cc2)C1	?	-7%	·	·	·	·	·	-2%	·	-11%	2%
CCOCCn1c(-c2ccccc2)nc2ccccc21	-5%	0%	-6%	11	0%	?	·	-1%	14%	0%	?
COc1ccc(OC)c(NC(=O)COC(=O)CN2C(=O)NC3(CCCC3)C2=O)c1	-2%	-3%	·	-33	·	·	·	1%	·	-2%	19%
CCOC(=O)[C@H]1[C@H]2COc3ccc(Br)cc3[C@@H]2N2C(=O)c3ccc(Cl)cc3NC(=O)[C@@]12C	0%	-2%	·	·	·	·	·	1%	·	-5%	0%
CCC(C)[C@H](NC(=O)[C@@H]1Cc2c([nH]c3ccccc23)C2c3ccccc3C(=O)N21)C(=O)N1CCC[C@@H]1C(=O)O (stereo partly specified)	-4%	1%	0%	6	-13%	-2%	8%	5%	-6%	4%	5%
Cn1c(=O)c2c(nc(N3CCCCC3)n2CCNC2=NCCC2)n(C)c1=O	-2%	8%	-2%	-4	-4%	14%	3%	-3%	-8%	-1%	13%
CCN(CC)c1ccc(-c2n[nH]c(=S)n2-c2ccccc2C)cc1	13%	-16%	22%	9	-2%	?	-4%	0%	-14%	-1%	?
O=C(c1ccc2c(c1)OCCO2)C1CCN(C(=O)Nc2ccccc2F)CC1	6%	-1%	1%	15	0%	11%	-2%	0%	-24%	-6%	7%
CCOC(=O)CNC(=O)CSc1nc(N)cc(N)n1	-1%	-1%	-3%	0	4%	-19%	36%[activator]	-1%	6%	0%	-7%
CCSc1nnc(SCC(=O)NC2CCCCC2)s1	2%	3%	·	-4	·	·	·	-1%	·	-2%	10%
Cc1ccc(NC(=O)CN2C(=O)COc3ccc(S(=O)(=O)N4CCCC4)cc32)cc1C	2%	?	6%	2	·	10%	·	-10%	2%	1%	15%
OC(CN1CCN(c2ccccc2F)CC1)c1ccc(F)cc1 (stereo unspecified)	-6%	-2%	1%	0	·	-40%	-13%	0%	3%	3%	15%

# The list goes on; it opens with the 2 that closed the last part.
mol	Mito fusion act	FLuc modulator	MBNL1 CUG block	KCNH2 3.1 inh	PKM2 act	RORgamma inh	Menin MLL FP TR	NPC1 promoter act	VP16 counter	Rab9 promoter act	ELG1 repair inh
Cc1ccc(NC(=O)CN2C(=O)COc3ccc(S(=O)(=O)N4CCCC4)cc32)cc1C	2%	?	6%	2	·	10%	·	-10%	2%	1%	15%
OC(CN1CCN(c2ccccc2F)CC1)c1ccc(F)cc1 (stereo unspecified)	-6%	-2%	1%	0	·	-40%	-13%	0%	3%	3%	15%
CCCCOc1cccc(/C=C(\C#N)C(=O)NC2CC2)c1	-8%	?	-1%	8	-2%	?	4%	1%	-23%	-14%	-9%
O=C(Nc1ccc(F)cc1F)Nc1csc2ccccc12	9%	?	5%	-6	1%	3%	·	22%	?	21%	13%
Cc1nnc(N/N=C/C2CC=CCC2)[nH]c1=O (stereo unspecified)	-7%	0%	-1%	-5	-6%	11µM*	1%	-4%	3%	-2%	8%
Cc1ccc(CCNC(=O)CS(=O)Cc2nc(-c3cccs3)oc2C)cc1 (stereo unspecified)	3%	2%	-16%	2	-4%	22%	·	-6%	-17%	2%	7%
CNC(=O)NC(=O)COC(=O)/C=C/c1cccc(Br)c1	-2%	-3%	-8%	-9	-12%	0%	13%	5%	-1%	18%	?
Cc1[nH]c2ccccc2c1C(=O)CN1CCCC1	-9%	1%	-4%	-3	-4%	-13%	17%	-2%	-7%	6%	1%
O=C1c2ccccc2C(=O)C1c1nccc2ccccc12	9%	0.15µM*	?	-24	-21%	?	2%	3.2µM*	?	1.3µM*	?
Cc1cccc(C(=O)Nc2ccc(S(=O)(=O)Nc3nc(C)cc(C)n3)cc2)c1	1%	2%	3%	-15	-1%[11.5 µM]	-2%	10%	8%	-3%	5%	7%
COc1ccc(-c2cn[nH]c2-c2ccc(OCC(=O)NN)cc2O)cc1OC	8%	4%	-7%	20	·	?	10%	-3%	7%	-4%	2%
CSc1ccccc1C(=O)N1CCC(CCC(=O)NC2CC2)CC1	5%	1%	2%	7	·	-6%	·	-2%	2%	2%	11%
CSc1cc(-c2ccc(Cl)cc2)c(C(=O)N2CCCC2)s1	15%	1%	9%	-4	-4%	?	-14%	-2%	3%[0.365 µM]	-3%	-1%
CC1(c2ccccc2)NC(=O)N(CC(=O)NNC(=O)c2ccccc2F)C1=O (stereo unspecified)	-7%	-2%	·	6	·	·	·	-1%	·	1%	1%
COc1ccc(N2CCN(C(=O)CCNC(=O)c3ccc(C(C)(C)C)cc3)CC2)cc1	1%	-14%	-3%	-7	1%	8%	-12%	0%	-4%	-1%	?
Cc1cccc(Cl)c1NC(=S)NCCc1ccccn1	-5%	5%	·	0	-3%	?	·	-2%	?	9%	-3%
CCOc1cc(/C=C(/NC(C)=O)C(=O)O)cc(Cl)c1OCc1cccc(Br)c1	1%	-4%	-5%	-6	-5%	-15%	·	-5%	-15%	0%	0%
C/C(N)=C(/C#N)C(=O)COC(=O)Cc1coc2ccc3ccccc3c12	2%	7%	7%	31	·	39%	?	-2%	-10%	-1%	-21%
COc1ccc(C(=O)NC(=S)Nc2cccnc2)cc1Cl	-3%	-2%	-4%	-1	0%	10µM*	-3%	-2%	-8%	6%	23%
CC1(C)CC(=O)C(C=NCCN2CCOCC2)=C(O)C1	-2%	3%	-10%	7	-2%	-4%	0%	-15%	-13%	4%	6%
COC(=O)c1cc2sccc2n1Cc1ccc(C)cc1	-1%	4%	-18%	0	2%	16%	3%	-2%	-2%	7%	12%

# Assay outcomes deposited in PubChem BioAssay by National Center for Advancing Translational Sciences (NCATS).
